# Screening data from PubChem BioAssay.
# VLA-4 inh: inhibition in human VLA-4 binding assay, primary screen, VLA-4 allosteric modulator project, MLPCN library, flow cytometry, VLA-4 expressing cells; ligand binding flow cytometry; inhibition, % (about 7 µM as worked out from the volumes in the protocol); 0.2% of 330,000 active; in the data active means inhibition above about 50%
# proCasp7 act: procaspase-7 activators, primary screen, counter-screen for procaspase-3 activator project, biochemical, absorbance, HTS, human; recombinant procaspase-7, Ac-DEVD-pNA absorbance 405 nm; D23A/D198A/D206A triple mutant, cannot self-cleave; scale: DMSO 0, 5 µM enzyme 100; Caspase-7 (Homo sapiens), P55210; activation, % at 8.5 µM; 0.093% of 330,000 active; AID 463210, 2010;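 active means percent activation above the screen-wide mean plus 3 SD, cut at about 25% in these data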
# Target sequence (P55210 whole entry D23A/D198A/D206A): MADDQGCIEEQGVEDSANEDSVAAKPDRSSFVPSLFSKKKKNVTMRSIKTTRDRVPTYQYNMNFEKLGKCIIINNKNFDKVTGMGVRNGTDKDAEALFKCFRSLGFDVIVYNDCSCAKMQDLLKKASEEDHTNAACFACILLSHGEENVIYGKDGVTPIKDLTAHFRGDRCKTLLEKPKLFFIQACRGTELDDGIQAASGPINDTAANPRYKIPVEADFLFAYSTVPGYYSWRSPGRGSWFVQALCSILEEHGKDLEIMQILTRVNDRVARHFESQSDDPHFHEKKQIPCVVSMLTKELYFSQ
#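 buffer or medium = Zinc-free HEPES/NaCl buffer, pH 7.4 | material = Procaspase-7 triple mutant (PC-7 D3A) | input = 2 µM procaspase-7 mutant as dispensed | signal = Epi-absorbance of released pNA at 405 nm, two timepoints | timing = 1 h preincubation, 2 h reaction | replicates = singlicate compound testing | evaluation = % activation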
# Fh CTSL1 inh: Fasciola hepatica cathepsin L1 inhibitors, primary screen, counter-screen for PFM18AAP inhibitor project, biochemical, QFRET, fluorogenic peptide substrate; 0.49% of 300,000 active; inhibition, % at 5.96 µM; recombinant F. hepatica cathepsin L1, Z-Leu-Arg-MCA fluorescence;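 active means inhibition above the mean of all tested compounds plus 3 SD, set per screening campaign, cut at about 17% in these data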;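 further: 0% = plate median of test compound wells and 100% = 1 µM Z-Phe-Ala-diazomethylketone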
# core dimer inh: inhibitors of HCV core protein dimerization, primary screen, biochemical, TR-FRET, high-throughput; TR-FRET GST/Flag-core106 dimerization, 1536-well; inhibition, % at 5 µM; 0.33% of 300,000 active;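 active means inhibition above the mean of all tested compounds plus 3 SD, set per screening campaign, cut at about 45% in these data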
#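 Assay system – GST-tagged and Flag-tagged HCV core protein residues 1-106 · Quantity – core106 proteins, GST 13.5 nM and Flag 17 nM · Benchmarks – unlabelled core106 and no-GST-core106 wells · Read-out basis – percent inhibition of core106 dimerization signal · Detection – time-resolved FRET, ex 340 nm, em 617 and 671 nm · Schedule – 4 h at 22.5 °C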
# GASC-1 inh: inhibitors of GASC-1 histone demethylase, primary screen, biochemical, fluorescence, DELFIA europium | Lysine-specific demethylase 4C (Homo sapiens), Q9H3R0 | GST-JMJD2C(1-420) H3K9me3 demethylation | inhibition, % at 2.35 µM | 0.069% of 330,000 active;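 active means more than half of a compound's replicate wells show inhibition beyond 50%, single wells judged on their own value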;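 further: signal counts dimethyl H3K9 product captured on neutravidin plate; 0% = median of DMSO wells and 100% = 0.3 times that DMSO median; strong numbers were not always called active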
# Target sequence (Q9H3R0 1-420 limits assumed): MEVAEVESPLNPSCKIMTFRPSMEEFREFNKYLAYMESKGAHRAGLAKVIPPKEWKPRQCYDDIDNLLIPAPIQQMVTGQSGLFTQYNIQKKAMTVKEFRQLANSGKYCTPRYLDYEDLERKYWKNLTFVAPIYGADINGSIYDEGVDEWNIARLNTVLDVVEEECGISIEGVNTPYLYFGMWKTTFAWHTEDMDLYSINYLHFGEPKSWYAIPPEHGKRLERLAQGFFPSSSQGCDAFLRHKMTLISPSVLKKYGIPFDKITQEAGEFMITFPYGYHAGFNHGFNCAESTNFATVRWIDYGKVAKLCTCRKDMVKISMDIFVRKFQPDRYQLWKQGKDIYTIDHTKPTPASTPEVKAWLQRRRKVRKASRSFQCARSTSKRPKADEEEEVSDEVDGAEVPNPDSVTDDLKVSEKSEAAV
# GRK2 aptamer HTS: compounds blocking aptamer binding on GRK2 – biochemical, human GRK2, bead flow cytometry, HTS, primary screen; Beta-adrenergic receptor kinase 1 (Homo sapiens), P25098; FAM-aptamer displacement from GRK2; inhibition of aptamer binding, % at 10 µM; 0.59% of 330,000 active; AID 488847, 2010;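 active means inhibition of aptamer binding above 40%, roughly 3 SD of noise, on plates passing a quality check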;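 further: median bead fluorescence of bound FAM aptamer so fluorescent compounds give negative values; no value below 0 was filed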
# PP1 inh: PP1-alpha phosphatase inhibitors, primary screen, counter-screen for PP5 inhibitor project, biochemical, fluorescence, OMFP substrate, single point; purified PP1alpha; inhibition, % at 6.7 µM; 0.9% of 320,000 active;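 active means inhibition above the mean inhibition of all tested compounds plus 3 SD, computed separately for each screening campaign, cut at about 15% in these data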
# Target sequence (P62136 whole entry, looked up): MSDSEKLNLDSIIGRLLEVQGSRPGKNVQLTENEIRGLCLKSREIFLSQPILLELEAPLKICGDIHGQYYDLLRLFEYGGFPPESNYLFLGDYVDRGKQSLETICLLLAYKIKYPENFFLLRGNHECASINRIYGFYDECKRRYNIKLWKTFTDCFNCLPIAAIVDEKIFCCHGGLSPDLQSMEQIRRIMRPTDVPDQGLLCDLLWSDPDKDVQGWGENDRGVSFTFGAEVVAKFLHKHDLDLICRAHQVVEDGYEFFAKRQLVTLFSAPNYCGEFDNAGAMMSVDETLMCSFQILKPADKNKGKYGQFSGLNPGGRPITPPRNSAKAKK
# PP5 inh: PP5 phosphatase inhibitors, primary screen, biochemical, fluorescence | purified PP5c, OMFP substrate fluorescence | Serine/threonine-protein phosphatase 5 (Homo sapiens), P53041 | 0.18% of 320,000 active | inhibition, % at 6.7 µM;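 active means inhibition above the campaign's mean inhibition across all tested compounds plus 3 SD, cut at about 9.5% in these data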;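 further: 0% = DMSO only and 100% = 100 µM cantharidin control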
# procasp3 activ: activators of human procaspase-3 D3A mutant, primary screen, biochemical, absorbance, PC-3 D3A mutant, single concentration; Caspase-3 (Homo sapiens), P42574; recombinant procaspase-3 D3A, Ac-DEVD-pNA absorbance 405 nm; activation, % at 8.5 µM; 0.11% of 330,000 active;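 active means activation above the mean of all tested compounds plus 3 SD, cut at about 21% in these data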;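 further: 0% = DMSO alone and 100% = DMSO wells spiked with extra 5 µM PC-3 D3A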
#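 Test system: Procaspase-3 D3A mutant, all three cleavage aspartates alanine | Dosing: Single dose, 8.5 µM nominal compound, 0.8% DMSO | Schedule: 1 h preincubation, 2 h reaction | Technique: 405 nm absorbance of p-nitroaniline, reads at 0 and 120 min | Repeats: One well per compound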
# Starred values were filed as active, the others as inactive; x = not tested or not shown; & = joins results of further samples.
Molecule	VLA-4 inh	proCasp7 act	Fh CTSL1 inh	core dimer inh	GASC-1 inh	GRK2 aptamer HTS	PP1 inh	PP5 inh	procasp3 activ
O=C(Nc1ncnc2sc3c(c12)CCCCC3)c1ccco1	-25	0	4	-5	-8	0	-4	-0.9	2
CC1(C)N=C(N)NC(Nc2ccc(Br)cc2)=N1	24	7	2	-5	5	0	0	-1.6	8
O=C(CC1C(=O)NCCN1Cc1c(F)cccc1Cl)NCCCN1CCCC1=O (configuration not stated)	4	-2	1	0	4	0	0	3.0	-8
CSc1nc2ccsc2c(=O)n1-c1ccccn1	3	15	1	-3	2	0	-2	0.8	0
Cc1c(N(C)C)nc2ccccc2c1N	1	5	-2	-3	6	0	-2	-0.1	11
CCS(=O)(=O)N1CCN(CC2CC3C=CC2C3)CC1 (configuration not stated)	3	6	0	-3	-2	1	-3	3.0	3
CC(C)(C)OC(=O)C[C@@H]1C/C=C\C[C@H](CC(=O)N(CCO)Cc2ccccc2)C(=O)N2CCC[C@@H]2COC1=O	-13	0	x	x	4	0	x	x	3
CCC1=NC(c2ccc(Br)cc2)N(O)C1(C)C (configuration not stated)	2	4	0	-8	-9	0	-1	0.1	6
O=C(Nc1ccc2nc3n(c(=O)c2c1)CCCC3)c1cc([N+](=O)[O-])ccc1F	6	2	-2	-1	-3	0	-1	2.6	2
NC[C@@]12CCCC1C1CCC2C1 (some centres not stated)	3	-2	-1	-5	-4	1	-2	1.3	8
CCCCCCc1nnc(NC(=O)c2ccco2)s1	-3	3	-1	-2	-8	5	3	4.0	2
O=C(COC(=O)C1COc2ccccc2O1)Nc1cccc(Cl)c1 (configuration not stated)	19	-6	x	x	9	1	-4	1.4	6
CCOC(=O)c1cnc2ccc(OCC)cc2c1NCCCN1CCOCC1	2	-10	-3	2	-3	0	0	2.6	5
CC(=O)c1cc(CN2CCN(Cc3ccc(C)cc3)C(CCO)C2)cs1 (configuration not stated)	5	10	-6	-5	4	6	4	3.1	2
CCN(C[C@H]1N[C@@](C)(C(=O)OC)[C@H]2C(=O)N(C)C(=O)[C@@H]12)C(=O)Nc1ccc(Cl)cc1	19	14	x	x	-47	0	x	x	-2
CCOC(=O)N1CCC(N2C(=O)c3ccccc3C2Nc2cc(Cl)c(OC)cc2OC)CC1 (configuration not stated)	0	3	0	5	0&5	1	-1	2.9	-3
CCCCN(CCCC)C(=O)CSc1nnc(-c2cc(OC)c(OC)c(OC)c2)o1	-7	0	5	4	-11	0	1	1.3	1
COc1ccccc1/C=C/C(=O)N1CCN(S(=O)(=O)c2cccs2)CC1	-6	6	x	x	-9	4	x	x	3
O=C(COC(=O)c1sc2ccccc2c1Cl)NC1CCCCC1	9	1	3	3	11	x	-3	-1.8	7
CCOC(=O)OC(C)OC1=C(C(=O)Nc2ccccn2)N(C)S(=O)(=O)c2ccccc21 (configuration not stated)	14	-4	2	6	0	2	0	0.3	3
Cn1c2ccc(F)cc2c2ncn(Cc3ccccn3)c(=O)c21	-4	1	-1	-1	x	0	1	0.1	2
COc1ccc(-c2cc(=O)c3cc(OC)ccc3[nH]2)cc1	18	-6	0	-1	-2	0	-2	2.1	4
Cc1ccc(CNC(=O)COc2cc(O)c3c(c2)OC(C)(C)CC3=O)cc1	6	-10	1	14	0	0	4	3.5	-6
CCc1nonc1NC(=O)c1oc2ccc(Br)cc2c1C	9	2	-7	0	5	0	1	2.1	12
COc1cc(NC(=O)CSc2nnc3c(n2)[nH]c2ccc(S(=O)(=O)NC(C)C)cc23)cc(OC)c1OC	-2	4	10	5	18	6	-1	-1.5	9
CCOC(=O)c1[nH]c2ccc(OC)cc2c1NC(=O)/C=C/c1ccc2c(c1)OCO2	-2	-1	8	-2	1	0	-11	-1.6	2
C=C(C)CNC(=S)N/N=C/c1ccc([N+](=O)[O-])cc1	-3	3	2	-4	-2	1	2	-0.9	5
COC(=O)[C@@H](Cc1c[nH]c2ccccc12)NC(=O)CNC(=O)c1ccccc1OC	0	7	3	7	-8	0	-2	0.3	8
COc1ccc(C2C(C#N)=C(N)Oc3n[nH]c(-c4ccccn4)c32)c(OC)c1OC (configuration not stated)	5	1	-2	-6	-5	3	0	4.0	1
COc1ccccc1CNC(=O)/C=C/C(=O)O	12	5	-1	-3	-30	2	3	1.6	11

# The listing continues.
Molecule	VLA-4 inh	proCasp7 act	Fh CTSL1 inh	core dimer inh	GASC-1 inh	GRK2 aptamer HTS	PP1 inh	PP5 inh	procasp3 activ
O=C(COc1ccccc1)N=C1SC2CS(=O)(=O)CC2N1c1ccccc1 (configuration not stated)	1	7	-5	1	47	8	-8	-0.1	5
Cc1nnc(NC(=O)c2c(-c3ccccc3)noc2C)s1	-2	26*	-3	-5	-1	2	-3	-0.4	5
O=C(Nc1ncccn1)c1cccs1	5	-10	7	-4	7	0	2	-1.0	5
COc1cc(OC)cc(C(=O)NC(=S)Nc2cc3oc4ccccc4c3cc2OC)c1	-1	6	-3	0	5	1	-3	5.1	-2
CCCc1cc(=O)n2[nH]c(-c3ccc(C)cc3)cc2n1	22	16	-2	-1	1	0	4	2.6	10
CS(=O)(=O)N1CCC(C(=O)Nc2ccc(C(N)=O)cc2)CC1	-19	-4	3	-14	-5	0	-2	0.2	10
CCCCn1nc(C(=O)Nc2ccc(-n3cnnn3)cc2)c2ccccc2c1=O	-5	-17	x	x	1	0	-1	3.6	4
COc1cc(OC)c(OC)cc1/C=N/Nc1nc2ccccc2[nH]1	-2	9	-3	-32	4	7	-1	3.1	-1
CC(=O)N(c1cccc(C(F)(F)F)c1)c1nc(/C=C/C(=O)O)cs1	9	0	-1	-6	-11	1	0	-1.3	-6
COc1cc(/C=N/Nc2ccc(Cl)c(C(=O)O)c2)ccc1OCC(=O)N1C(C)CCCC1C (configuration not stated)	11	-1	1	9	-10	0	-2	-0.2	-3
COC(=O)c1ccc(COC(=O)CCS(=O)(=O)c2ccc(C)cc2)cc1	14	-1	-46	11	5	2	-3	-0.2	3
CCn1c(=S)[nH]c2cc(Cl)ccc21	-3	-8	2	-2	-3	0	3	-1.3	-8
CCCCCCCNC(=O)C1(CC2CC(c3ccccc3)=NO2)CCN(C(=O)c2ccccc2)CC1 (configuration not stated)	6	-9	-4	6	-1	0	6	5.5	2
Cc1nn(-c2cc(Cl)ccc2N)c(=O)c2ccccc12	14	-2	-1	-2	2	0	-2	1.0	2
CC1CCN(C(=O)COC(=O)COc2ccccc2C#N)CC1	-5	0	x	x	3	0	-6	-1.9	4
CCC(C)NC(=O)Cn1c(-c2ccccc2)cc(C(C)=O)c1C (configuration not stated)	-3	4	-2	-10	-2	3	-2	1.9	-4
OCC1(CCOc2ccccc2)CCN(Cc2ccc3c(c2)OCCO3)CC1	4	10	-1	5	-10	2	1	-2.1	-10
CCC1CCCCN1CCCNC(=O)c1ccc2c(c1)NC(=O)CN2C (configuration not stated)	1	-5	7	-22	-1	0	-2	-1.6	-2
O=C(NCCn1ccc2ccccc21)c1ccc2c(c1)OCO2	5	10	-1	-4	6	0	-5	1.4	-2
CCn1c(C)nc2cc(OC)ccc21	8	8	4	0	-17	0	0	1.3	-1
Cc1cccn2cc(CNS(=O)(=O)c3cccc(F)c3)nc12	1	-1	7	16	0	2	5	-5.6	-7
CCOc1ccc(-n2c(N)c(C(=O)NCc3cccnc3)sc2=S)cc1	-30	-4	3	0	-25	0	-5	-0.5	-5
COc1ccc(OCC(=O)Nc2cc(-c3nn(C)c(=O)c4ccccc34)ccc2OC)cc1	-9	4	7	-13	4	1	1	3.9	-3
O=C(COc1ccccc1)N1CCN=C1SCc1ccc(F)cc1	3	-1	0	6	0	0	-5	1.9	10
CN(C)C(CNC(=O)c1ccc(S(=O)(=O)Nc2cccc(C(F)(F)F)c2)cc1)c1ccco1 (configuration not stated)	-2	-9	0	4	14	0	-1	0.0	10
COc1cc(C(=O)Nc2ccc3c(c2)OCCO3)ccc1OC(F)F	11	0	-1	-3	-8	1	-3	0.6	10
CCOC(=O)c1oc2ccccc2c1NC(=O)CCl	-3	4	33*	-2	-7	0	-4	-2.9	2
COc1ccc(-c2noc(CSc3nc4sc(C)c(C)c4c(=O)n3-c3ccccc3)n2)cc1OC	5	5	4	8	-1	1	-3	-1.6	0
CCCc1nnc(NC(=O)c2ccc([N+](=O)[O-])cc2)s1	-22	2	0	-12	9	0	4	-1.3	9
O=C(CN1C(=O)CCC1=O)Nc1nc(-c2ccccn2)cs1	-3	3	3	-7	-11	0	2	2.3	-5

# The results go on.
Molecule	VLA-4 inh	proCasp7 act	Fh CTSL1 inh	core dimer inh	GASC-1 inh	GRK2 aptamer HTS	PP1 inh	PP5 inh	procasp3 activ
COc1ccc(C(=O)Nc2ccnn2C2CCN(C(=O)c3cccnc3)CC2)cc1	1	5	1	3	5	0	-7	-1.6	0
CCOC(=O)c1ccc(NC(=O)c2cccc(S(=O)(=O)N3CCOCC3)c2)cc1	-3	6	-1	-3	-6	2	-1	3.4	2
COc1ccc(NC(=O)C(OC(=O)c2cnc(C)cn2)c2ccccc2)cc1Cl (configuration not stated)	-3	-1	-33	0	7	0	-7	2.6	18
CC(=O)c1cc2c(cc1NS(=O)(=O)c1ccccc1)OCO2	2	0	1	-2	2	2	-5	0.7	6
COCCN(C(=S)Nc1c(C)cccc1C)C(C)c1cccs1 (configuration not stated)	0	-1	-3	-1	-4	0	1	2.2	2
C=C(C)c1nc(N)nc(N)n1	7	6	-2	-2	2	1	-3	-1.2	3

# Part of the list above, with values under each structure.
# Below each compound – VLA-4 inh | proCasp7 act | Fh CTSL1 inh | core dimer inh | GASC-1 inh | GRK2 aptamer HTS | PP1 inh | PP5 inh | procasp3 activ
> COc1cc(OC)c(OC)cc1/C=N/Nc1nc2ccccc2[nH]1
  -2 | 9 | -3 | -32 | 4 | 7 | -1 | 3.1 | -1
> CCOC(=O)N1CCC(N2C(=O)c3ccccc3C2Nc2cc(Cl)c(OC)cc2OC)CC1 (configuration not stated)
  0 | 3 | 0 | 5 | 0&5 | 1 | -1 | 2.9 | -3
> CCCc1nnc(NC(=O)c2ccc([N+](=O)[O-])cc2)s1
  -22 | 2 | 0 | -12 | 9 | 0 | 4 | -1.3 | 9
> CC(=O)c1cc2c(cc1NS(=O)(=O)c1ccccc1)OCO2
  2 | 0 | 1 | -2 | 2 | 2 | -5 | 0.7 | 6

# Rows were taken by chance. Share with any hit: about 2.6%.
